Screens as filed in PubChem BioAssay.
CHT allo act = human CHT allosteric activation. Q9GZV3. CHT-expressing cells, membrane potential dye, choline EC20; active compounds read high; LV-AA mutant CHT in HEK293 cells. B-score at 10 µM. 0.49% of 310,000 active;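 active means initial fluorescence not abnormally high and integrated response B-score, plate-corrected, over 3 SD above library mean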
Target sequence (Q9GZV3 whole entry, looked up): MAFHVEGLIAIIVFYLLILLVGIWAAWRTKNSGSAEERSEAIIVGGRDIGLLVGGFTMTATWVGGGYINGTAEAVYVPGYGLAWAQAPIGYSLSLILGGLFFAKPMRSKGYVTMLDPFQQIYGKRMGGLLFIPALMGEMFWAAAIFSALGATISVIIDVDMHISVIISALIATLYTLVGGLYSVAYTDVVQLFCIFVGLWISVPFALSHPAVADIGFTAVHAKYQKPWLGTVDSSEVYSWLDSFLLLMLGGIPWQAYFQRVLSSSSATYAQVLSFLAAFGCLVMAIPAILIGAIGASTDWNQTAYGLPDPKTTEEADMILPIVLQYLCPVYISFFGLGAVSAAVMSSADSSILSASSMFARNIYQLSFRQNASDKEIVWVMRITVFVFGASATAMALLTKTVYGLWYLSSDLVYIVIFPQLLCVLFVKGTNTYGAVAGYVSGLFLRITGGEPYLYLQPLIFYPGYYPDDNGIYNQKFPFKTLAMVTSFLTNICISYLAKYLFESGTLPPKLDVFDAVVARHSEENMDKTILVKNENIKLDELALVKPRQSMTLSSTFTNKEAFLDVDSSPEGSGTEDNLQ
CHT inh = inhibits the human high affinity choline transporter | Q9GZV3 | CHT-expressing cells, membrane potential dye, choline response; active compounds read low | B-score at 10 µM | AID 488975 | 0.86% of 310,000 active;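 active means B-score over 3 SD under the library average, and starting fluorescence ratio not unusually high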;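 further: choline stimulus applied at its EC90 after an EC20 pre-addition; B-score computed on integrated fluorescence ratio after choline addition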
* = called active by the depositor; i = inactive.

SMILES | CHT allo act | CHT inh
COc1ccc(OC)c(-c2nc(CN3CCN(C(=O)c4ccco4)CC3)c(C)o2)c1 | i | i
O=C(Nc1ccccc1C(=O)NCC1CCCO1)c1ccco1 (stereo not given) | i | i
CN=C1S/C(=C\c2ccc(Cl)cc2)C(=O)N1C | i | i
CC(=O)c1ccc(NC(=S)NC(NC(=O)c2ccco2)C(Cl)(Cl)Cl)cc1 (stereo not given) | i | i
COc1ccc2c(C(=O)CN3CCN(CCO)CC3)c[nH]c2c1 | i | i
O=C(c1ccccc1Br)N1CCN(c2ccc([N+](=O)[O-])c(N3CCOCC3)c2)CC1 | i | i
CCOC(=O)C1(CCOC)CCN(Cc2ccc(COC)o2)CC1 | i | i
Nc1ccc(C#Cc2ccccc2)cc1 | i | i
COc1ccccc1N1CCN(S(=O)(=O)c2cnc[nH]2)CC1 | i | i
Cc1csc(NC(=O)C2CCN(C(=O)c3ccccc3C)CC2)n1 | i | i
Nc1c(C(=O)NC2CCCC2)sc2nc(-c3cccs3)ccc12 | i | i
O=C(Nc1nc(-c2ccc(-c3ccccc3)cc2)cs1)C1=COCCO1 | i | i
C/C(=N\NC(=O)c1cccc(S(=O)(=O)Nc2ccccc2Cl)c1)c1ccc(-n2ccnc2)cc1 | i | i
O=C(Nc1ccc(NC(=O)c2cccs2)cc1)c1ccc(Br)o1 | i | i
O=C(CSc1nnc(-c2ccco2)c(-c2ccco2)n1)Nc1ccccc1 | i | i
Cn1c(/C=C/N(Cc2ccccc2)c2ccccc2)c([N+](=O)[O-])c(=O)n(C)c1=O | i | -8.4*
O=C(NCC1CCN(Cc2ccccc2Cl)CC1)Nc1ccccc1F | i | i
O=C(N[C@@H](Cc1ccccc1)c1nc2ccccc2[nH]1)c1cc([N+](=O)[O-])ccc1Cl | i | i
COc1ccc(OC)c(-c2nc3cc4ccccc4cc3nc2-c2ccccc2)c1 | i | i
CC(C)(C)c1[nH]nc2c1C(Cc1ccccc1)C(C#N)=C(N)O2 (stereo not given) | i | i
N#CC1=C(N)Oc2c(sc3ccccc23)C1c1ccco1 (stereo not given) | i | i
COc1ccc(CCNC(=O)COc2ccc(S(=O)(=O)N3CCOCC3)cc2C)cc1 | i | i
Cc1ccc(C(=O)OCN2C(=O)c3ccccc3C2=O)o1 | i | i
CNc1nnc(-c2ccc(OC)cc2)s1 | i | i
COc1ccc(-c2nn(CCC#N)cc2C(=O)Nc2ccccn2)cc1OC | i | i
Later entries.
SMILES | CHT allo act | CHT inh
CCCCn1c(=N)n(CC(=O)c2ccc([N+](=O)[O-])cc2)c2ccccc21 | i | i
O=c1[nH]c(Nc2ccc(F)cc2)cc2ccccc12 | i | i
COc1ccc2cc(C3c4cc(OC)c(OC)cc4CCN3C(=O)c3ccco3)c(=O)[nH]c2c1 (stereo not given) | i | i
Cc1cc(C(F)(F)F)nn1Cc1n[nH]c(=S)n1Cc1ccccc1 | i | i
O=C(N/N=C/c1ccc(O)cc1)c1cc(-c2ccccc2)nc2ccccc12 | i | i
O=C(O)C1C2C=CC3(CN(CC(O)COc4ccccc4)C(=O)C13)O2 (stereo not given) | i | i
CCC(C)[C@H]1CNCCN1CCc1cc(C(F)(F)F)cc(C(F)(F)F)c1 (stereo not given in full) | i | i
CCN(CC)C(=O)CSC1=Nc2ccccc2C2=NC(Cc3c[nH]c4ccccc34)C(=O)N12 (stereo not given) | i | i
CCSc1nc(-c2ccccc2)c(C#N)c(=O)[nH]1 | i | i
O=S(=O)(NCc1ccccn1)c1ccc(F)cc1 | i | i
CCC(C)N=CC1=C(O)C(C(=O)OC)C(C)(C)CC1=O (stereo not given) | i | i
C=CCNS(=O)(=O)c1cccc2cc(C(=O)O)c(O)cc12 | i | i
COc1ccc(OCc2cc(C(=O)N3CCOCC3)no2)c(Cl)c1 | i | i
Cc1ccc(SCC(=O)N(C)C2CCS(=O)(=O)C2)cc1 (stereo not given) | i | i
C=CCn1c(SCC(=O)N2CC(=O)Nc3ccccc32)nc2scc(-c3cccs3)c2c1=O | i | i
COc1ccc(C2C(C(=O)c3cccs3)=C(O)C(=O)N2CCN2CCOCC2)c(OC)c1 (stereo not given) | i | i
CC(=O)NC1=NN(C(C)=O)C(c2cccc([N+](=O)[O-])c2)S1 (stereo not given) | i | i
Cc1cc(C(=O)NC2CCCN(Cc3ccc(Cl)cc3)C2)no1 (stereo not given) | i | i
COc1ccc(C(=O)/C=C/N2CCCCC2)cc1OC | i | i
O=C1CCc2cc(S(=O)(=O)N3CCN(C(=O)c4ccco4)CC3)ccc2N1 | i | i
COc1ccccc1C(=O)NC(=O)COC(=O)c1ccc([N+](=O)[O-])cc1 | i | i
CCCCc1cc(=O)oc2cc(C)cc(OCC(=O)NCc3ccncc3)c12 | i | i
O=C(N/N=C/c1ccco1)c1cc(-c2ccccc2)nc2ccccc12 | i | i
O=C1N=c2ccccc2=C1c1c(O)[nH]c2c(C(F)(F)F)cccc12 | i | i
COc1ccc(C2=NN(CN3C(=O)C(=O)c4ccccc43)C(c3ccc(OC)cc3)C2)cc1 (stereo not given) | i | i
Additional entries:
SMILES | CHT allo act | CHT inh
Cc1ccc2ncnc(Oc3ncccc3[N+](=O)[O-])c2c1 | i | i
Cc1ccc(-n2cc(CN3CCNC(=O)CC3)c(-c3cccc(C)c3)n2)cc1 | i | i
CCNC(=S)NNC(=O)c1csc(C)c1 | i | i
Cc1c(C(=O)Nc2ccc(Cl)cc2)c2ccccn2c1C(=O)c1ccccc1 | i | i
O=C(COc1cc(O)c2c(=O)cc(-c3ccccc3)oc2c1)c1ccc(F)cc1 | i | i
CCOC(=O)c1cccc(S(=O)(=O)N(CCO)Cc2cc3cc(OC)ccc3[nH]c2=O)c1 | i | i
CCCCN(C(=O)/C=C/c1ccc(OCC(C)C)c(OCC)c1)c1c(N)n(CCC)c(=O)[nH]c1=O | i | i
Cn1c(=O)oc2cc(S(=O)(=O)NCc3ccncc3)ccc21 | i | i
COc1ccc(OCC(=O)Nc2c3c(nn2-c2ccccc2)CS(=O)(=O)C3)cc1 | i | i
CCOC(=O)c1cccc(NC(=O)c2ccc(N(C)C)cc2)c1 | i | i
CCOc1ccc2nc(NC(=O)Nc3ccccc3)sc2c1 | i | i
COc1ccccc1CNC(=O)c1cc(C(=O)CC(C)C)c[nH]1 | i | i
COCCC(=O)N1CCC(Oc2ccc(C(=O)NCCCC3CCCC3)cc2)CC1 | i | i
Cn1nc(-c2ccccc2)c(-c2nc(-c3cccc(C(F)(F)F)c3)no2)c1Cl | i | i
COc1ccc(OCC(=O)Nc2cc3oc4ccccc4c3cc2OC)cc1 | i | i
O=C(Nn1c(O)c(C=C2N=c3ccccc3=N2)sc1=S)c1ccccc1Cl | i | i
COc1ccc(CN2CCN(C3CCC3)CC2CCO)cc1C (stereo not given) | i | i
O=C(Nc1ccc(CN2CCOCC2)cc1)c1ccc(-c2cc(Cl)ccc2Cl)o1 | i | i
CCCCSc1nnc(-c2ccc(NC(=O)CCc3ccccc3)cc2)n1C | i | i
O=C1CSC(=S)N1 | i | i
COc1cccc(C(=O)NC(C)C(c2cccs2)N2CCN(C)CC2)c1 (stereo not given) | i | i
COCCNC(=O)C(OC(=O)CC1Sc2ccccc2NC1=O)c1ccccc1 (stereo not given) | i | i
Cc1ccc(Nc2nc(=O)c3cccnc3s2)c(Br)c1 | i | i
COc1ccc(-c2nnn(CC(=O)NCc3cccs3)n2)cc1OC | i | i
Cc1ccc(C(=O)NCc2ccccc2F)cc1S(=O)(=O)N1CCCC1 | i | i
Continuation.
SMILES | CHT allo act | CHT inh
Cc1ccc(OCCCn2ccnc2)c(Br)c1 | i | i
CSc1oc(-c2ccccc2)nc1S(=O)(=O)c1ccc(F)cc1 | i | i
O=C(CC1SCCNC1=O)Nc1cccc(Cl)c1 (stereo not given) | i | i
Cc1oc(-c2ccccc2Cl)nc1CS(=O)CC(=O)NCc1ccccc1Cl (stereo not given) | i | i
CCCn1nnc(NC(=O)c2ccc(Br)cc2)n1 | i | i
CC1CN(Cc2ccccn2)CCC1=O (stereo not given) | i | i
O=C(Nc1ccccc1N1CCOCC1)c1ccc2c(c1)OCO2 | i | i
Cc1ccc2nc(C)c(C(=O)N/N=C/c3ccc(N4CCOCC4)cc3)cc2c1 | i | i
CC(C)N(Cc1nccn1C)C(=O)c1ccc2oc(CCCc3ccccc3)nc2c1 | i | i
NC(CSCc1cccc(Br)c1)C(=O)O (stereo not given) | i | i
CCCCNC(=O)c1ccc(N2CCC3(CC2)OCCO3)c([N+](=O)[O-])c1 | i | i
CC(C)(C)C1CCC(=NNC(=O)c2cc3c(s2)CCCC3)CC1 (stereo not given) | i | i
COc1cc(/C=C2\SC(=S)N(NC(=O)c3cccnc3)C2=O)ccc1O | i | i
COCCCNC(=O)Nc1ccc(F)cc1F | i | i
Cc1ccc(NC(=O)Cc2nnc(N)s2)cc1 | i | i
CCN(CCCNC(=O)CNC(=O)c1nn(-c2ccc(OC)cc2)c(=O)c2ccccc12)c1cccc(C)c1 | i | i
COc1ccc(O)c(-c2cc(-c3cccc(Br)c3)n[nH]2)c1 | i | i
CCN(CC)S(=O)(=O)c1cc(C(=O)OCC(=O)c2ccc3c(c2)NC(=O)CO3)ccc1F | i | i
Cc1nc(CC(=O)c2c(C)cc(O)cc2O)cs1 | i | i
Cc1c(C(=O)NC2CCCc3ccccc32)oc2ccccc12 (stereo not given) | i | i
COc1ccccc1OCC(=O)NCCNC(=O)COc1ccccc1OC | i | i
C=CCn1cnc2c(sc3nc(C)cc(C)c32)c1=O | i | i
Cc1ccc(OCC(=O)Oc2cccc(C)c2C)cc1 | i | i
Nc1nn(-c2ccccc2)nc1C(=O)OCc1ccccc1F | i | i
COc1ccc(S(=O)(=O)N2CCC(C(=O)Nc3ccccc3N3CCCCC3)CC2)cc1OC | i | i

Sorted by count of non-hydrogen atoms (descending): 15 of the compounds above
SMILES | CHT allo act | CHT inh
CCN(CCCNC(=O)CNC(=O)c1nn(-c2ccc(OC)cc2)c(=O)c2ccccc12)c1cccc(C)c1 | i | i
COc1ccc(S(=O)(=O)N2CCC(C(=O)Nc3ccccc3N3CCCCC3)CC2)cc1OC | i | i
CCN(CC)S(=O)(=O)c1cc(C(=O)OCC(=O)c2ccc3c(c2)NC(=O)CO3)ccc1F | i | i
CC(C)N(Cc1nccn1C)C(=O)c1ccc2oc(CCCc3ccccc3)nc2c1 | i | i
Cc1ccc2nc(C)c(C(=O)N/N=C/c3ccc(N4CCOCC4)cc3)cc2c1 | i | i
Cc1oc(-c2ccccc2Cl)nc1CS(=O)CC(=O)NCc1ccccc1Cl (stereo not given) | i | i
COc1cc(/C=C2\SC(=S)N(NC(=O)c3cccnc3)C2=O)ccc1O | i | i
O=C(Nc1ccccc1N1CCOCC1)c1ccc2c(c1)OCO2 | i | i
Cc1c(C(=O)NC2CCCc3ccccc32)oc2ccccc12 (stereo not given) | i | i
COc1ccc(O)c(-c2cc(-c3cccc(Br)c3)n[nH]2)c1 | i | i
Cc1ccc(OCC(=O)Oc2cccc(C)c2C)cc1 | i | i
C=CCn1cnc2c(sc3nc(C)cc(C)c32)c1=O | i | i
CCCn1nnc(NC(=O)c2ccc(Br)cc2)n1 | i | i
Cc1ccc(NC(=O)Cc2nnc(N)s2)cc1 | i | i
NC(CSCc1cccc(Br)c1)C(=O)O (stereo not given) | i | i

Carrying on.
SMILES | CHT allo act | CHT inh
Cc1ccc(S(=O)(=O)N2CCC(C(=O)N3CCN(Cc4ccccc4)CC3)CC2)cc1 | i | i
CCN(c1ccccc1)S(=O)(=O)c1ccc(OC)c(N=N/C(C(=O)Nc2ccccc2)=C(/C)O)c1 | i | i
Cc1cc(C)n(-c2ccc(NC(=O)C3CCCCN3C(=O)c3sccc3C)cc2)n1 (stereo not given) | i | i
COc1ccc2c(c1)CCc1cc(C(=O)O)sc1-2 | i | i
O=C(NCC1CCCO1)c1ccccn1 (stereo not given) | i | i
CCC(C)(C)NC(=O)C(C(C)C)N(CC1CCCO1)C(=O)CNS(=O)(=O)c1ccccc1 (stereo not given) | i | i
COC(=O)c1cc(Cl)c(NC(=O)/C=C/c2ccc(OC)c(OC)c2)cc1OC | i | i
CCOC(=O)[C@H]1[C@H]2COc3ccc(Cl)cc3[C@@H]2N2C(=O)c3ccc(C)cc3NC(=O)[C@@]12C | i | i
O=C(CSc1nnc(NC(=O)Cc2ccccc2)s1)NCC1CCCO1 (stereo not given) | i | i
O=C(CSc1nc2ccccc2c(=O)[nH]1)Nc1ccccc1O | i | i
Cc1oc2c(c(C)cc3oc(=O)c(CC(=O)NCCCN4CCCC4=O)c(C)c32)c1C | i | i
COc1ccc(NC(=O)Cn2c(=O)n(CC3CCCO3)c(=O)c3ccccc32)c(OC)c1 (stereo not given) | i | i
CCCCN(C(=O)c1ccc(OC)c([N+](=O)[O-])c1)c1c(N)n(CCC)c(=O)[nH]c1=O | i | i
CCCCN(CCCC)S(=O)(=O)c1ccc(NC(=O)c2cccs2)cc1 | i | i
CCCn1c(SCC(=O)Nc2ccc(Cl)cn2)nnc1C1CC1 | i | i
O=C(N/N=C(\Cc1ncc[nH]1)c1ccccc1)c1ccccc1 | i | i
CCOC(=O)C(NC(=O)CCl)(Nc1sc(C)c(CC)c1C#N)C(F)(F)F (stereo not given) | i | i
O=C(CN1C(=O)NC2(CCCC2)C1=O)N1CCN(S(=O)(=O)c2ccccc2[N+](=O)[O-])CC1 | i | i
O=C(O)CC1C(=O)NCCN1CCCc1ccccc1 (stereo not given) | i | i
O=C1NC2(CCCCC2)CO1 | i | i
CCc1ccc(NC(=O)Cn2cnc([N+](=O)[O-])c2)cc1 | i | i
O=C(NC1=NCCS1)c1ccccc1OCc1ccccc1Cl | i | i
C=CCOc1ccc(C2/C(=C(\O)c3ccc4c(c3)OCCO4)C(=O)C(=O)N2CCCN2CCOCC2)cc1 (stereo not given) | i | i
